# High-throughput results as filed in PubChem.
# PKA-R2B activ: activates the human PKA-R2B holoenzyme complex; PKA-R2B holoenzyme dissociation, Cy5-IP20 fluorescence polarization; R2B truncated from residue 108, S112A mutant; 0% DMSO only, 100% 113 µM cGMP; hit rate 0.079% among 340,000; P22694+P31323; activation, % at 11.4 µM; AID 504700;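 active = activation above a cutoff set at the mean over all compounds plus 3 SD, cut at about 18% in these data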;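 note: higher means more holoenzyme dissociation and a rise in polarization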
# Target sequence (P31323 whole entry, looked up, other chains not shown, the tested form may be a part): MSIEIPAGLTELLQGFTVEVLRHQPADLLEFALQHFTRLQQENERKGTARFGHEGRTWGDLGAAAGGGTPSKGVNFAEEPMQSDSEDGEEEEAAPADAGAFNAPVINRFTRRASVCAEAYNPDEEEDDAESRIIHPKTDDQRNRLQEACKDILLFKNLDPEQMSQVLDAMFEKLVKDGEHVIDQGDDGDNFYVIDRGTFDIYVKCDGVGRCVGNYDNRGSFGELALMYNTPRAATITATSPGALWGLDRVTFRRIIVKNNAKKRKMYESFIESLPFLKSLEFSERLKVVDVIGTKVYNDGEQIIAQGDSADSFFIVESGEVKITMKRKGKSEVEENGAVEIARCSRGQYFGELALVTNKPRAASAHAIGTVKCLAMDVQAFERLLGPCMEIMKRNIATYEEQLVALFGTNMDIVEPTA
# PKA-R1A act: activates the PKA-R1A holoenzyme complex | PKA-R1A dissociation, Cy5-IP20 fluorescence polarization; scaled: DMSO 0%, 113 µM cGMP 100% | hit rate 0.083% among 340,000 | activation, % at 11.4 µM;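 active = percent activation above the mean of all tested compounds plus 3 SD, cut at about 19% in these data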;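 note: higher means more PKAc released from R1A so a rise in polarization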
# phage Ecoli inh: E. coli growth loss with phage present; growth absorbance; inhibition, % at 11.9 µM; hit rate 0.26% among 360,000; in the data active = inhibition above about 11%
# Active calls of the source: *. Not all compounds are listed; count on the stated rates, not on these rows.
SMILES	phage Ecoli inh	PKA-R1A act	PKA-R2B activ
C[C@@H]1CCCCO[C@@H](CN(C)S(=O)(=O)c2cn(C)cn2)[C@@H](C)CN([C@H](C)CO)C(=O)c2cc(N(C)C)ccc2O1	1.8	-11	-7
C[C@H]1CN([C@@H](C)CO)C(=O)c2cc(Br)cnc2O[C@H]1CN(C)Cc1ccccc1C(=O)O	3.0	6	4
COc1ccc(NC(=O)C[C@H]2C(=O)N(Cc3ccccc3)C[C@@H]2CSC)cc1	2.1	-10	-5
COc1ccc(-c2nc(S(=O)(=O)c3ccccc3)c(N3CCCC3)o2)cc1	4.6	5	-10
CC1CCCC(NC(=O)CCCCCn2c(=S)[nH]c3ccsc3c2=O)C1C (stereo not drawn)	3.2	-10	-6
O=C(CCNC(=O)c1ccc([N+](=O)[O-])cc1)Nc1cc(C(F)(F)F)ccc1N1CCOCC1	2.0	2	0
Cc1cn([C@H]2C[C@H](O)[C@@H](CCC(=O)NCc3ccc(N(C)C)cc3)O2)c(=O)[nH]c1=O	2.4	9	-3
Cc1ccc(S(=O)(=O)N2CCOCC2)cc1NC(=O)COC(=O)COc1ccc(C#N)cc1	0.5	1	4
C[C@H]1CN([C@@H](C)CO)S(=O)(=O)c2ccc(Br)cc2O[C@H]1CN(C)C(=O)NC1CCCCC1	3.9	3	5
O=C(c1ccc2c(c1)CCC2)N1CCN(Cc2c(F)cccc2Cl)CC1	2.1	3	1
O=c1[nH]cc(S(=O)(=O)N2CCN(c3ccccc3F)CC2)c(=O)[nH]1	0.0	0	4
O=C(OCc1ccccc1)N1CCC2CC1c1cc(N3CCN(S(=O)(=O)c4cc(Cl)cc(Cl)c4)CC3)ccc12 (stereo not drawn)	1.8	-1	-12
C[C@@H]1CN([C@H](C)CO)C(=O)CCCn2nncc2CO[C@H]1CN(C)C(=O)C1CC1	0.1	15	3
CCCCCCn1c(=O)n2n(c1=O)C[C@]1(OC(=O)NCc3ccccc3F)CN(S(=O)(=O)c3ccc(C)cc3)C[C@]1(O)C2	0.6	3	-14
C[C@@H]1CN([C@H](C)CO)S(=O)(=O)c2ccc(Br)cc2O[C@H]1CN(C)C(=O)Nc1ccccc1	2.0	-5	2
O=C(COC(=O)c1c(F)cccc1F)NC(=O)NCc1ccccc1	4.5	-5	-15
COc1ccc(C2CC(c3cccs3)=NN2C(=O)CCCC(=O)O)cc1OC (stereo not drawn)	0.2	1	-1
COc1cc(/C=N/N2CCN(Cc3ccccc3)CC2)cc(OC)c1OC	0.6	10	-1
N#CCC(=O)Nc1ccc(C(=O)Nc2cccc(S(=O)(=O)N3CCCC3)c2)cc1	2.3	5	1
Clc1ccccc1NN=Cc1ccccn1	1.6	3	2
COc1ccc(NC(=O)N(C)C[C@H]2Oc3cc(Br)ccc3S(=O)(=O)N([C@H](C)CO)C[C@@H]2C)cc1	3.2	-15	12
CC1C(=O)N(Cc2cn(Cc3ccco3)nn2)CCS(=O)(=O)N1Cc1ccc(-c2ccc(Cl)c(Cl)c2)cc1 (stereo not drawn)	3.0	-1	-10
O=C(NN=Cc1c[nH]c2ccccc12)NN=Cc1c[nH]c2ccccc12	3.8	-10	-7
CN(C1=NS(=O)(=O)N=C(N(C)c2ccccc2)O1)c1ccccc1	2.4	5	7
COc1ccc(Br)c(C(=O)OCC(=O)Nc2cc(C)on2)c1	2.1	8	-5
CN(C(=O)COC(=O)c1c[nH]c2ccccc12)c1ccccc1	1.6	10	-5
COc1ccccc1-c1ccc([C@@H]2C[C@H]3[C@H](CON3C)CN2C(=O)c2ccc(-c3ccccc3)cc2)cc1	1.2	-2	-3
C[C@H]1CN([C@@H](C)CO)C(=O)CCCn2cc(nn2)CO[C@@H]1CN(C)C(=O)Nc1ccc(C(C)(C)C)cc1	2.5	-1	-8
Cn1cnc2ncnn2c1=S	3.2	-4	-5
CC(=NNC(=S)N1CC2CCC(CC2)C1)c1ccccn1	1.4	11	-6
Cc1cccc(OCCC(=O)OCC(=O)N2c3ccccc3NC(=O)C2(C)C)c1	3.0	-5	6
Cc1noc(C)c1NC(=O)N(C)C[C@@H]1OCc2cn(nn2)CCCC(=O)N([C@H](C)CO)C[C@H]1C	0.4	-7	7
CCOC(=O)N1Cc2cc3ccccc3nc2C1	0.1	-5	-1
O=C(c1cc(C2CC2)nn1-c1ccccc1)N1CCN(S(=O)(=O)c2ccccc2F)CC1	1.1	-7	5
Cc1ccc(S(=O)(=O)N2C[C@H]3[C@H]4C(=O)N(c5ccccc5)C(=O)[C@H]4C[C@H](OC(=O)NCc4ccco4)[C@@]3(O)C2)cc1	1.8	-7	-7
COc1ccc(S(=O)(=O)N2CCCCC2)cc1NC(=O)C1CC1(Cl)Cl (stereo not drawn)	1.5	10	-12
CCC[C@H]1CN(c2ccccc2)C(=O)[C@@H]1CC(=O)Nc1ccccc1	0.9	-16	3
CCOC(=O)c1ccc(NC(=O)c2nc[nH]c2C(=O)NC[C@H](C)O)cc1	2.5	5	-7
CCCc1ccc(S(=O)(=O)N2CCN(C(=O)c3cc(C)on3)CC2)cc1	2.5	9	-3
Cc1cc(S(=O)(=O)Nc2ncnc3sccc23)ccc1F	3.4	-1	-9
CN1CCN(C(=O)c2ccc(S(=O)(=O)N(C)c3ccccc3)cc2)CC1	3.6	-1	0
Cc1ccc(NC(=O)CN(C)C(=O)COc2ccc(Br)cc2)cc1	3.0	9	3
C[C@@H]1CN([C@H](C)CO)S(=O)(=O)c2ccc(C#Cc3ccccc3)cc2O[C@H]1CN(C)C(=O)Nc1ccc2c(c1)OCO2	-1.1	5	1
CC(C)c1nc(CNC(=O)CC2C(=O)NCCN2Cc2ccccc2)cs1 (stereo not drawn)	3.8	-4	-6
CN(C)CCN(C(=O)c1ccc2ccccc2c1)c1nc2cc3c(cc2s1)OCO3	1.1	-7	6
CCCCOC(=O)c1ccc(NC(=O)COC(=O)C2CC2C)cc1 (stereo not drawn)	3.2	-13	-8
COC(=O)[C@H]1C[C@H](OC(=O)NC2CCCC2)[C@@]2(O)CN(S(=O)(=O)c3ccc(C)cc3)CC2[C@H]1C(=O)OC (stereo partly drawn)	1.0	-5	-3
Cc1onc(-c2ccccc2)c1C(=O)OCC(=O)N1CCCCC1	3.9	-6	8
Nc1ccc2c(Cl)cc(Cl)cc2c1	0.0	0	-2
Cc1ccc(C(=O)Nc2nc(-c3ccc4c(c3)OCCO4)cs2)o1	3.0	2	-3
COc1ccccc1C(=O)NCC(=O)OCc1nnc(-c2ccccc2)o1	0.8	-6	10
CCOC(=O)c1cc(C)nnc1C(=O)OCC	3.4	7	5
C[C@H]1CN([C@@H](C)CO)S(=O)(=O)c2ccc(Br)cc2O[C@H]1CN(C)S(=O)(=O)c1ccccc1F	2.4	4	2
Cc1cc(S(=O)(=O)NC[C@H]2O[C@@H](n3ccc(N)nc3=O)[C@H](O)[C@@H]2O)c(C)s1	2.9	-11	-4
COc1ccc([N+](=O)[O-])cc1NC(=O)COC(=O)C12CC3CC(CC(O)(C3)C1)C2	3.6	10	8
CCC(C(N)=O)N1C(=O)C2C3CCC(C3)C2C1=O (stereo not drawn)	1.3	-3	0
COc1ccc(N2CCN(CC(=O)Nc3c(C)cccc3C)CC2)cc1	1.7	2	4
CCOc1ccc(S(=O)(=O)Nc2cccc(C(=O)N3CCN(c4ccccn4)CC3)c2)cc1	0.2	-1	-4
Cc1onc(-c2ccccc2Cl)c1C(=O)O/N=C(\N)c1cccc([N+](=O)[O-])c1	2.5	1	4
Cn1ccn(CCCCCCn2ccn(C)c2=S)c1=S	1.8	0	1

# Reformatted: entries from further up.
# The line under a structure holds: phage Ecoli inh, PKA-R1A act, PKA-R2B activ
- CCCCOC(=O)c1ccc(NC(=O)COC(=O)C2CC2C)cc1 (stereo not drawn)
→ 3.2, -13, -8
- Cc1cc(S(=O)(=O)NC[C@H]2O[C@@H](n3ccc(N)nc3=O)[C@H](O)[C@@H]2O)c(C)s1
→ 2.9, -11, -4
- COC(=O)[C@H]1C[C@H](OC(=O)NC2CCCC2)[C@@]2(O)CN(S(=O)(=O)c3ccc(C)cc3)CC2[C@H]1C(=O)OC (stereo partly drawn)
→ 1.0, -5, -3

# (cont.)
SMILES	phage Ecoli inh	PKA-R1A act	PKA-R2B activ
O=C(OCc1cn([C@@H]2C[C@H](c3ccccc3)N(C(=O)c3cccs3)C[C@H]2O)nn1)c1ccccc1	5.1	-9	-5
Cc1cc(CNC[C@H]2O[C@@H](n3cnc4c(N)ncnc43)[C@H](O)[C@@H]2O)no1	1.5	-12	2
COc1ccc(NC(=O)Nc2ccc3c(c2)C(=O)N([C@H](C)CO)C[C@H](C)[C@H](CN(C)Cc2ccc(C(=O)O)cc2)OCCCC[C@@H](C)O3)cc1	1.4	4	-13
CCN(CC)C(=O)C1=C(C)N(Cc2ccccc2)C(=O)C(CC(=O)NCc2cccs2)C1 (stereo not drawn)	0.9	9	-7
C[C@H](CO)N1C[C@H](C)[C@H](CN(C)C(=O)c2ccccc2)OCc2cnnn2CCCC1=O	3.7	5	11
COc1ccc([C@H]2C[C@@H](O)[C@H](n3cc(C4CC4)nn3)CN2C(=O)c2cccs2)cc1	1.2	2	11
CC1=C(O)C(=O)C(c2c(C)cc(C)c(Br)c2C)=C(O)C1=O	1.8	-3	2
O=C(O)c1c[nH]n2c(=S)ncnc12	3.8	1	-1
C[C@@H]1CN([C@H](C)CO)C(=O)CCCn2cc(nn2)CO[C@H]1CN(C)C(=O)Nc1ccc2c(c1)OCCO2	3.8	-18	-4
C[C@@H]1CN([C@H](C)CO)C(=O)CCCn2nncc2CO[C@H]1CN(C)S(=O)(=O)c1ccc(Oc2ccccc2)cc1	1.4	-15	-10
CC(C)N1C(=O)C(=O)N(CC(=O)N2c3ccccc3CC2C)C1=O (stereo not drawn)	0.5	-4	-6
CCCCOCCOC(=O)C1OC1(C)c1ccccc1 (stereo not drawn)	-0.5	-4	5
COc1ccc(C)cc1NC(=O)Cc1csc(NC(=O)Nc2ccccc2OC)n1	-0.5	1	-5
CCN(CC)c1ccc(C(NC(=O)C(C)C)c2ccc3cccnc3c2O)cc1 (stereo not drawn)	21*	-7	-2
Cc1cc(Cl)c2oc(C(=O)N3CCN(c4cnccn4)CC3)c(C)c2c1	2.7	4	-2
C[C@@H]1CN([C@H](C)CO)C(=O)c2cc(C#Cc3ccccc3F)cnc2O[C@@H]1CN(C)S(=O)(=O)c1ccccc1F	4.1	-5	5
O=C(COc1ccc(S(=O)(=O)N2CCOCC2)cc1)NCCc1ccc(Cl)cc1	4.6	1	-5
COc1ccccc1C1SCCN1S(=O)(=O)c1ccccc1 (stereo not drawn)	2.3	8	-3
Cc1ccccc1-c1ccc2c(c1)O[C@H](CN(C)C(=O)C1CC1)[C@@H](C)CN([C@@H](C)CO)S2(=O)=O	0.4	-6	-4
COc1ccc(S(=O)(=O)N(C)[C@H]2C[C@H]3c4cc(N5CCN(C)CC5)ccc4CCN3C(=O)[C@H]2[C@H](C)O)cc1	1.4	4	-16
COc1ccc(C2=NN(C(=O)c3ccco3)C(c3cccs3)C2)cc1OC (stereo not drawn)	1.6	0	-2
COc1ccccc1N1CCN(C(=O)CN(C)S(=O)(=O)c2ccc(C)cc2)CC1	1.7	-4	-9
O=C1CCCCC1C1(O)C(=O)Nc2ccccc21 (stereo not drawn)	1.6	3	-3
O=C(NCc1cccs1)c1ccc(CS(=O)Cc2ccc(Cl)cc2)o1 (stereo not drawn)	3.7	11	4
CSc1ccc(/C=C/C(=O)OCC(=O)NC2CCCCCC2)cc1	3.1	3	5
C[C@H](CO)N1C[C@H](C)[C@@H](CN(C)S(=O)(=O)c2ccc(Oc3ccccc3)nc2)OCc2cnnn2CCCC1=O	0.9	7	-7
O=C(Cn1ncc2ccccc2c1=O)Nc1cccc(C(F)(F)F)c1	2.2	1	5
COc1cccc(NC(=O)N(C)C[C@@H]2OCc3cn(nn3)CCCC(=O)N([C@H](C)CO)C[C@H]2C)c1	5.1	3	3
Cc1cc(C(=O)Nc2cccc3ccccc23)oc1C	3.5	4	-2
COc1cccc(C(=Cc2ccc([N+](=O)[O-])cc2)C(=O)O)c1	2.4	2	-2

# Compound profiles, from the list above:
# O=C(COc1ccc(S(=O)(=O)N2CCOCC2)cc1)NCCc1ccc(Cl)cc1 across the screens: phage Ecoli inh: 4.6; PKA-R1A act: 1; PKA-R2B activ: -5
# Cc1cc(C(=O)Nc2cccc3ccccc23)oc1C across the screens: phage Ecoli inh: 3.5; PKA-R1A act: 4; PKA-R2B activ: -2
# COc1ccc(S(=O)(=O)N(C)[C@H]2C[C@H]3c4cc(N5CCN(C)CC5)ccc4CCN3C(=O)[C@H]2[C@H](C)O)cc1 across the screens: phage Ecoli inh: 1.4; PKA-R1A act: 4; PKA-R2B activ: -16

# Other records follow:
SMILES	phage Ecoli inh	PKA-R1A act	PKA-R2B activ
COc1ccccc1-c1nnc(NC(=O)C2CCCN2S(=O)(=O)c2cccs2)o1 (stereo not drawn)	2.8	-4	3
CC1(C)CC(=O)C=C(c2ccc(-c3ccccc3)cc2)C1=O	1.7	-11	-11
COc1cccc(C(=O)O)c1OS(=O)(=O)c1ccc(C)cc1	4.8	-10	-7
Cc1cccc(C)c1NC(=O)CN1CCN(C(=O)c2cc(C3CC3)nn2-c2ccccc2)CC1	1.2	7	-6
Cc1ccc2c(=O)n3c(nc2c1)C(Cc1ccc(O)cc1)NC(=O)c1cccnc1-3 (stereo not drawn)	1.4	-7	-4
